Bioassay records deposited in PubChem by National Center for Advancing Translational Sciences (NCATS).
Epigenetic reg = derepresses silenced GFP reporter in murine cells | murine LDR cells, GFP reporter derepression, 30 h | Potency, µM (top dose mostly 53.9 µM), for inactives: at the top dose GFP activation, usual class: activators | hit rate 0.2% among 280,000; also: potency is read from the fitted curve at half-maximal effect; % of control where 0% means no effect; nearly all actives have a fitted effect of over 60% in size
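In this reporter-derepression format, murine cells bearing a silenced integrated CMV-GFP locus incubate with test compound (30 h, 37 C), then are washed and imaged; fluorescent objects of 20–120 um count as induced cells.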
IMPase Li cell = IMPase inhibition in cells with lithium potentiation | hit rate 0.35% among 210,000 | Potency, µM (top dose mostly 59.4 µM), for the others: at the top dose activity, negative = IMPase inhibition, hits mostly inhibitors | CHO-M1 cells, IP1 TR-FRET (IP-One), carbachol + lithium;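 also: IP1 builds up when IMPase is blocked and the TR-FRET signal falls; potency is read from the fitted curve at half-maximal effect; plate controls were basal vehicle for no effect and high inhibitor control for full effect; nearly all actives have a fitted effect of over 50% in size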
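Steps: plate 2000 CHO-M1 cells per well and culture 16–30 h; add compound and lithium; incubate 30 min, 37C; add d2-IP1 tracer and Eu cryptate anti-IP1 antibody in lysis buffer; read after 10 min at room temperature.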
NPSR antagonist = blocks cAMP signaling of the human neuropeptide S receptor; hit rate 1% among 220,000; Potency, µM (titrated, usually from 38.3 µM), inactives show at the highest dose activity change, negative = inhibition, hits mostly inhibitors; CHO-NPSR cells, cAMP TR-FRET, antagonist mode; also: potency is read from the fitted curve at half-maximal effect; % is scaled to controls: 0 for no effect and ±100 for the full control effect; nearly all actives have a fitted effect of over 50% in size; many of its hits are not listed in these tables
Target sequence (Q6W5P4 whole entry, looked up): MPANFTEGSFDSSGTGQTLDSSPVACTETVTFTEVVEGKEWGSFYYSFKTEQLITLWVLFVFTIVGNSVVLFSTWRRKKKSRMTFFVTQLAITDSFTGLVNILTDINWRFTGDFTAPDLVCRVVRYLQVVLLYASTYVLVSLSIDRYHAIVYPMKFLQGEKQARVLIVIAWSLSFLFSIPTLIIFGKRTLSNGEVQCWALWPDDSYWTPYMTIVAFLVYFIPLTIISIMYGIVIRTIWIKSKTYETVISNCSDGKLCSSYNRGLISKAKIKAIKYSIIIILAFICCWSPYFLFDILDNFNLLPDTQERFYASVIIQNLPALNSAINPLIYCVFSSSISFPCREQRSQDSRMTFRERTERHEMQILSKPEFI
CBFb-RUNX1 inh = inhibitors of human CBF-beta and RUNX1 interaction | Q01196+Q13951 | AlphaScreen CBFb-His/RUNX1-biotin binding, biochemical | Potency, µM (doses to about 59.8 µM), for inactives: at the top dose activity, negative = inhibition, actives largely listed as inhibitors | 230,000 tested, under 10 active; also: % of control where 0% means no effect
Target sequence (Q01196 whole entry, looked up): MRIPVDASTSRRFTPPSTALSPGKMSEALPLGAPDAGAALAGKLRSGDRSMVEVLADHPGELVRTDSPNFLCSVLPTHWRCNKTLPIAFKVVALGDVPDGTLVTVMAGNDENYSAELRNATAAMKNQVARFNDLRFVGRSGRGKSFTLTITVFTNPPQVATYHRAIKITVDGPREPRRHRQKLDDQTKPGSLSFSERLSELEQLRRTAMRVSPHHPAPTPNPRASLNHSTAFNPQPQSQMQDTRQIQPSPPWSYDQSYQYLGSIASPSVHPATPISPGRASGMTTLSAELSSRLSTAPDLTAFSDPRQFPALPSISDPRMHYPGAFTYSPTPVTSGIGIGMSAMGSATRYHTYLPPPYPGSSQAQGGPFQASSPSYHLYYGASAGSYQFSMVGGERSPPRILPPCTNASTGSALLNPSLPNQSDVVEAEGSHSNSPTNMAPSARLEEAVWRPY
Target sequence (Q13951 whole entry, looked up): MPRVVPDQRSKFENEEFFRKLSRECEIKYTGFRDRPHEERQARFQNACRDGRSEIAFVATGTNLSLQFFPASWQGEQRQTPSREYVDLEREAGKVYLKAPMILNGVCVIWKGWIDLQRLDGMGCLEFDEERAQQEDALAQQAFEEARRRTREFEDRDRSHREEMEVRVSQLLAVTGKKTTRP
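CBFb-His/RUNX1-biotin, 30 nM each, preincubated 20 min RT; compound 15 min RT; Ni + streptavidin beads 50 ng each, 90 min RT; AlphaScreen read.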
LMNA splice mod = modulators of lamin A splicing. hit rate 0.01% among 200,000. Potency, µM (top dose mostly 46.1 µM), inactives show at the highest dose ratio change, negative = inhibition, most hits filed as inhibitors. HeLa LMNA splicing GFP/RFP minigene ratio, 48 h; active = well fitted inhibition curve with a large enough effect in the signal ratio, with a control signal flat, not every such curve was filed as active; inconclusive = small, poorly fitted or top-dose-only effect, or effect the other way, or a change in a side signal; the % refers to the signal ratio; also: potency is read from the fitted curve at half-maximal effect; % is scaled to controls: 0 for no effect and ±100 for the full control effect
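S3 HeLa cells stably expressing lamin A-EGFP splicing minigene plus DsRed2, 600 cells/well, 48 h compound exposure at 37C. Laser-scanning cytometry; analysed as GFP (500-530 nm)/RFP (575-640 nm) total intensity ratio; 0.5% DMSO vehicle.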
HTT aggregate = mutant huntingtin aggregation inhibition; PC12 HttQ103-GFP aggregates, Acumen cytometry, 40 h; Potency, µM (series often up to 46.1 µM), for inactives: top-dose activity change, negative = inhibition, most hits filed as inhibitors; hit rate 1.1% among 220,000; also: potency is read from the fitted curve at half-maximal effect; % is scaled to controls: 0 for no effect and ±100 for the full control effect; nearly all actives have a fitted effect of over 60% in size
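PC12 cells stably carrying ecdysone-inducible HTT exon 1 Q103–GFP were induced with tebufenozide (100 nM final) and treated with library compounds in titration. GFP aggregates in lysates were counted by laser scanning cytometry.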
Luc counter = Kinase-Glo luciferase inhibition (counter-screen); hit rate 0.28% among 200,000; Potency, µM (series often up to 38.3 µM), for inactives: top-dose activity change, negative = inhibition, actives largely listed as inhibitors; Kinase-Glo luciferase, ATP luminescence, 8 min; Q27757; also: potency is read from the fitted curve at half-maximal effect; % is scaled to controls: 0 for no effect and ±100 for the full control effect; nearly all actives have a fitted effect of over 60% in size
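Kinase-Glo luciferase light output from ATP and luciferin was measured with 10 uM ATP, within the enzyme's linear range. Buffer: 50 mM imidazole pH 7.2, 50 mM KCl, 7 mM MgCl2, 0.01% Tween 20, 0.05% BSA; luminescence read after 8 min at ambient temperature.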
Starred values were filed as active, the others as inactive; ? = inconclusive; · = no result given; & = joins results of further samples; [ ] = dose if it differs, or a comment. Unless noted, calls follow the shape of the dose curve; as a rule, active = well fitted curve in the direction sought with a large enough effect; inconclusive = small, poorly fitted or top-dose-only effect, or another doubt; inactive = no such curve, though single readings can be large; an effect the other way counts as inactive or inconclusive.

SMILES	Epigenetic reg	IMPase Li cell	NPSR antagonist	CBFb-RUNX1 inh	LMNA splice mod	HTT aggregate	Luc counter
CCC1=NN(C(=O)CCc2ccccc2)C(O)(C(F)(F)F)C1 (configuration not stated)	-2.3%	6%[38.3 µM]	-5%[46.1 µM]	6%	8%[0.0737 µM]	2%	-3%
Cc1oc2ccc(O)cc2c1C(=O)c1ccc(Cl)cc1	1.4%	33%[activator][38.3 µM]	-7%[46.1 µM]	-1%	?	?	-2%
COc1ccc(C2OC3=C(Nc4cc(C)c(C)cc4N3)C2=O)cc1 (configuration not stated)	1.1%	·	44%	3%	·	20%[9.22 µM]	·
CC(C)NC(=O)COC(=O)Cn1[nH]c(=O)c2ccccc2c1=O	1.1%	-2%	7%	12%	6%[9.22 µM]	3%	-5%
Nc1ccnn1Cc1cccnc1	-1.0%	5%[38.3 µM]	-12%[46.1 µM]	4%	5%	-11%	1%
Cc1ccc(N/C=C(\C2OC(=O)c3ccccc32)[N+](=O)[O-])c(C)c1 (configuration not stated)	-2.4%	10%	-19%	-22%	·	1%	1%
C=CCc1cc(C=O)cc(OC)c1OCc1ccc(Cl)cc1	9.4%	-8%[38.3 µM]	-14%[46.1 µM]	22%	3%	-4%	-5%
CCOc1cccc(C(=O)NC(=S)Nc2ccc(N3CCN(CC)CC3)cc2)c1	3.9%	22%	1%	-15%	-22%[46 µM]	35%	0%
O=C(NC(Cc1ccccc1)C(=O)O)/C(=C/c1ccc(F)cc1)NC(=O)c1ccccc1 (configuration not stated)	1.1%	0%	17%	4%	-6%	1%	-1%
CCn1cc(/C=N\NC(=O)c2csc3ccccc23)c(C)n1	-1.0%	20%[38.3 µM]	-16%[46.1 µM]	24%	8%	1%[1.84 µM]	1%
Cn1c(Sc2ccccc2Cl)c(C=O)c2ccccc21	-1.5%	·	-24%[46.1 µM]	20%	?	14%	·
Cc1cc(N2CCN(C)CC2)nc2ccc(NC(=S)N3CCN(c4ccc(Cl)cc4)CC3)cc12	4.7%	4%	-11%	29%	·	-16%	2%
O=C(NCC(c1cccnc1)N1CCN(c2ccccc2)CC1)C1CCCCC1 (configuration not stated)	0.0%	32%[activator][38.3 µM]	-3%[46.1 µM]	11%	-2%	-2%	0%
CCCCCCCN1C2=NCCN2c2ccccc21	-0.3%	·	15%	-4%	·	-8%[9.22 µM]	·
O=C1CN(S(=O)(=O)c2ccccc2C(F)(F)F)CCN1	-1.4%	4%	9%	4%	9%[46 µM]	-5%	-1%
CCOC(=O)c1c(-c2ccccc2)csc1NC(=O)c1cc2ccccc2oc1=O	0.0%	-2%	0%	-2%	-3%	3%	1%
CN1CCSc2ccc(C(=O)Nc3cc(F)ccc3F)cc21	0.0%	·	-29%	27%	·	3%[9.22 µM]	·
CSc1ccc(C(=S)N2CCN(C)CC2)cc1	-2.2%	8%	-4%[46.1 µM]	6%	-19%	4%	-1%
COc1ccc(Cn2c(CCC(=O)N3CCN(c4ccccn4)CC3)nc3ncccc3c2=O)cc1	-0.6%	16%[38.3 µM]	-15%[46.1 µM]	-2%	?	14%	-2%
COCc1ccc([C@@H]2C[C@H]3CN(Cc4ccccc4C)C(=O)[C@]34CCCN24)o1	2.9%	24%	34%	4%	·	4.5µM*	6%

Arranged by length of the SMILES (ascending): some entries from above
SMILES	Epigenetic reg	IMPase Li cell	NPSR antagonist	CBFb-RUNX1 inh	LMNA splice mod	HTT aggregate	Luc counter
CCCCCCCN1C2=NCCN2c2ccccc21	-0.3%	·	15%	-4%	·	-8%[9.22 µM]	·
CSc1ccc(C(=S)N2CCN(C)CC2)cc1	-2.2%	8%	-4%[46.1 µM]	6%	-19%	4%	-1%
O=C1CN(S(=O)(=O)c2ccccc2C(F)(F)F)CCN1	-1.4%	4%	9%	4%	9%[46 µM]	-5%	-1%
COCc1ccc([C@@H]2C[C@H]3CN(Cc4ccccc4C)C(=O)[C@]34CCCN24)o1	2.9%	24%	34%	4%	·	4.5µM*	6%
Cc1cc(N2CCN(C)CC2)nc2ccc(NC(=S)N3CCN(c4ccc(Cl)cc4)CC3)cc12	4.7%	4%	-11%	29%	·	-16%	2%

(next part)
SMILES	Epigenetic reg	IMPase Li cell	NPSR antagonist	CBFb-RUNX1 inh	LMNA splice mod	HTT aggregate	Luc counter
O=C(O)c1cccc(-n2cccc2/C=N/O)c1	-1.1%	-5%[38.3 µM]	0%[46.1 µM]	?	2%	-5%	-6%
COc1ccc(NC(=O)CSc2cc(C)ccc2C)cn1	5.9%	11%	-19%	6%	?	14%	6%
Cc1ccc(/C(O)=C2\C(=O)C(=O)N(CCN(C)C)C2c2ccccc2F)cc1 (configuration not stated)	2.5%	-23%[38.3 µM]	-9%[46.1 µM]	7%	-13%	2%	3%
Cc1ccc(-c2noc(CN(C(=O)Cc3ccccc3)C(C)C)n2)cc1	0.9%	41%[activator][38.3 µM]	-23%[46.1 µM]	5%	?	0%	-3%
O=C(CN1CCN(c2ccc(Cl)cc2)CC1)Nc1ccc(F)cc1	-1.1%	12%[38.3 µM]	-8%[46.1 µM]	-1%	?	?	0%
CCCCNC(=O)c1sc(=S)n2c1[nH]c(=O)c1ccccc12	4.3%	17%[38.3 µM]	-23%[46.1 µM]	2%	?	?	-2%
CN1CCC(N(C)C(=O)/C(C#N)=C/c2ccc(OC(F)F)cc2)CC1	-0.6%	·	1%	8%	·	-12%[9.22 µM]	·
COc1cccc(C=Nc2ccccc2C(=O)Nc2ccccc2)c1O	0.0%	6%	0%	-4%	?	-4%	1%
CCSc1nnc(NC(=O)c2cccnc2)s1	0.0%	2%[38.3 µM]	-9%[46.1 µM]	6%	-14%	-10%	-2%
COc1ccc(OCC(=O)N/N=C2\CCc3ccccc32)cc1	3.1%	-12%[38.3 µM]	-6%[46.1 µM]	0%	2%	2%	-5%
Cc1cccc(CNc2ncc(-c3cccc([N+](=O)[O-])c3)n2C)c1	0.0%	24%	60%	-1%	·	17%[9.22 µM]	1%
COc1ccc(OC)c(CN2CCN(CCc3ccccc3)C(CCO)C2)c1 (configuration not stated)	-2.8%	10%	4%	0%	·	9%	1%
Cc1cc(C)n(/N=C/c2ccccc2O)c(=O)c1	-3.5%	5%	6%	3%	-17%[46 µM]	19%	-1%
CC(=O)c1ccc(NC(=O)CSc2nnc(-c3ccco3)c(-c3ccco3)n2)cc1	?	21%	2%	9%	·	-16%[9.22 µM]	-7%
Cc1ccc(N(CC(=O)N=Nc2c(O)[nH]c3ccccc23)S(C)(=O)=O)c(C)c1	-3.3%	4%	-28%	-7%	13%[46 µM]	-15%	4%
COC(=O)c1cccc(S(=O)(=O)N2CCC(c3nc4ccccc4o3)CC2)c1	1.7%	6%	-2%[46.1 µM]	3%	?	-26%	4%
COc1ccc(C(=O)NNC(=S)NC(=O)c2ccc(Br)o2)cc1OC	0.0%	-4%	-29%	6%	·	·	-4%
Cc1ccc(C(=O)NNC2CC(=O)N(c3ccc4c(c3)OCCO4)C2=O)cc1 (configuration not stated)	7.3%	-6%	27%	-7%	·	11%	6%
O=C(NN1CCN(Cc2ccccc2Cl)CC1)c1ccc(Cl)cc1	-3.0%	-6%	5%	-12%	?	-2%	1%
CC(C)(C)Sc1ccc(/C=N/O)cc1[N+](=O)[O-]	-0.2%	12%	-24%	-9%	-4%[46 µM]	-8%[9.22 µM]	5%
CCOC(=O)c1cnc(SCC(=O)c2ccc(C)cc2)nc1N	-1.2%	-2%	-12%[46.1 µM]	14%	-8%	1%	1%
Cc1cc(C(=O)N2CCCC(C(=O)c3ccc4ccccc4c3)C2)n(C)n1 (configuration not stated)	0.5%	13%	-15%	0%	·	1%[9.22 µM]	-4%
CCCc1c(C(=O)Nc2ccc(F)cc2F)cnn1-c1ccccc1	0.0%	·	39%	19%	-5%[46 µM]	16%[9.22 µM]	·
CSc1nc2sc3c(c2c(=O)[nH]1)CCc1ccccc1-3	2.0%	-1%	-20%	8%	-13%	21%	1%
CCC1=NN(C(=O)C(=O)NCCc2ccccc2)C(O)(C(F)(F)F)C1 (configuration not stated)	0.0%	6%	-6%[46.1 µM]	-3%	-2%	-22%	1%
O=C(c1c(O)c2ccc(Cl)cc2[nH]c1=O)C1CC1	1.1%&18%	?	·	4%	·	·	-1%
COC(=O)c1[nH]c2cc(C)ccc2c1NC(=O)CN1CCN(C(=O)c2ccco2)CC1	0.8%	-8%[38.3 µM]	-18%[46.1 µM]	0%	-4%	21%	-3%
O=C1C2C3c4ccccc4C(c4ccccc43)C2C(=O)N1c1cccc2cccnc12 (configuration not stated)	-0.9%	-10%[38.3 µM]	-26%[46.1 µM]	4%	10%[0.0737 µM]	-11%	-3%
COc1cc(OC)c(NC(=O)c2ccc(F)cc2)cc1Cl	-0.7%[10.1 µM]	-5%	2%	1%	-12%[9.22 µM]	4%[9.22 µM]	2%
COc1ccc(NS(=O)(=O)c2ccc(C)c(C(=O)O)c2)cc1	0.7%	-16%[38.3 µM]	2%[46.1 µM]	-3%	1%	-14%	1%
CCCCOc1ccc(C(=O)NCC2(c3ccccc3)CCOCC2)cc1	0.0%	17%[38.3 µM]	-20%[46.1 µM]	0%	?	7%	5%
Cc1ccc(CNC(=O)CCC2CCCN(Cc3cccc4cccnc34)C2)o1 (configuration not stated)	1.5%	·	11%	5%	·	11%	·
COC(CNC(=O)c1cc(C(=O)c2c(-c3c(Cl)cccc3Cl)noc2C)c[nH]1)OC	0.0%	-14%[38.3 µM]	-23%[46.1 µM]	8%	?	4%	2%
CCOC(=O)CSc1nc2ccccc2c(=O)n1CCCCCC(=O)NCc1ccco1	0.0%	18%[38.3 µM]	?	-8%	?	15%	1%
O=C(CCC1CCCN(C(=O)C2(c3ccccc3)CC2)C1)N1CCN(c2ccccn2)CC1 (configuration not stated)	1.1%	6%	-2%	4%	·	-25%[9.22 µM]	0%
CCOC(=O)C1=C(C)NC2=C(C(=O)CC(C)(C)C2)C1c1coc2ccccc2c1=O (configuration not stated)	-0.8%	-7%	?	-6%	-16%	-12%	1%
CCCc1cc(=O)oc2cc3oc(C)c(C)c3cc12	-1.0%	·	-5%[46.1 µM]	4%	0%	-14%	·
O=C(COC(=O)C1(c2ccc(F)cc2)CCCC1)N1CCOCC1	0.3%	2%[38.3 µM]	-17%[7.67 µM]	4%	?	7%	0%
COc1ccccc1OCc1nnc(SCC(=O)N2CCCCC2)n1-c1ccccc1	-1.2%	12%[38.3 µM]	-5%[46.1 µM]	-4%	8%	-2%[9.22 µM]	1%

Not all compounds are listed; rates above refer to the full screens.
